Compound activity (PubChem)
TRPC4 block – blocks the mouse TRPC4 cation channel. HEK293 TRPC4beta/mu-opioid, DAMGO-evoked Fluo4 calcium flux; stronger effect = lower value. B-score at 10 µM. 0.39% of 300,000 active. AID 2247;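 active = B-score over 3 SD under the library average, no early fluorescence shift, positive overall ratio signal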
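System: stable TRPC4beta/mu-opioid receptor HEK293 cells; Dosing: single-point compound dosing; Measured by: Fluo4 Ca2+ flux fluorescence; Read-out basis: per-well B score of integrated baseline-normalized Fluo4 ratio.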
TRPC6 activator – activators of mouse TRPC6 channel | Q61143 | HEK293-TRPC6 membrane potential dye fluorescence; stronger effect = higher value | B-score at 10 µM | 0.13% of 310,000 active | AID 2550;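 active = B-score of the integrated fluorescence ratio above library mean plus 3 SD, and starting fluorescence ratio within library mean plus 5 SD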;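 also: higher score means more depolarization so channel activation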
Target sequence (Q61143 whole entry, looked up): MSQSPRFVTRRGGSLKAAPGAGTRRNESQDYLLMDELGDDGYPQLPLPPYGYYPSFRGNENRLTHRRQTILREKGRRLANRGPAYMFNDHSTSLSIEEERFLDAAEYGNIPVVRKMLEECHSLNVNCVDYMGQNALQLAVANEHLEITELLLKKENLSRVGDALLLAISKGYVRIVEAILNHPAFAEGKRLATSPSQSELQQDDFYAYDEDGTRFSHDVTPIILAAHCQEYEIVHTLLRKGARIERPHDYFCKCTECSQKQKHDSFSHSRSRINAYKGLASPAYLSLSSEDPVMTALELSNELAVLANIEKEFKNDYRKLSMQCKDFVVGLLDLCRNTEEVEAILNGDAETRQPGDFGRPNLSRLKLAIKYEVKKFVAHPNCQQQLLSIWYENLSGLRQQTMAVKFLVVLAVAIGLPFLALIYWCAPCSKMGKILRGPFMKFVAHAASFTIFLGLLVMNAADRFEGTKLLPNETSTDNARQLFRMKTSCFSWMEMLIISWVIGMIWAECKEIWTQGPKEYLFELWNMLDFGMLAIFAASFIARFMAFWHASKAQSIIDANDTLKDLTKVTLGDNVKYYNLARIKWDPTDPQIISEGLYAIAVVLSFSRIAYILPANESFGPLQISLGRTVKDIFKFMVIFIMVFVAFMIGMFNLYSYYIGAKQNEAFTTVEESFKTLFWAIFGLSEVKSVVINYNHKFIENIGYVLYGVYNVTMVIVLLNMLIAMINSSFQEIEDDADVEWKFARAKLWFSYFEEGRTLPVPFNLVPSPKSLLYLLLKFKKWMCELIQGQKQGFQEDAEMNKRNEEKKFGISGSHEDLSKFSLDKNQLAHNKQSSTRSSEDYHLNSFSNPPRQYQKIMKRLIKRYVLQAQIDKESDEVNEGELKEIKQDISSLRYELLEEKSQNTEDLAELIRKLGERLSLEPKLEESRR
MrgX1 allo act – allosterically activates human MrgX1 receptor signaling; Q96LB2; MrgX1-HEK293, Fluo-4 calcium flux, FDSS; stronger effect = higher value; B-score at 10 µM; 0.63% of 310,000 active; AID 588675;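 active = plate-corrected calcium response at least 3 library SD above typical, normal starting fluorescence, not activating the receptor alone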;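 also: compound read alongside a low EC10 to EC30 dose of BAM8-22 agonist; peak minus trough fluorescence over baseline measured at the second addition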
SKKanGAS inh – blocks kanamycin growth of S. pyogenes SKKanGAS strain; BacTiter-Glo, 6 h; inhibition, % at 7.5 µM; 1.3% of 300,000 active; AID 1662;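 active = mean replicate score, as percent of positive control median, at least 50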;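 also: strain carries kanamycin resistance gene driven by streptokinase promoter and grows in 40 µg/ml kanamycin; loss of luminescence reflects streptokinase promoter inhibition or plain growth inhibition; 0% = median of DMSO wells and 100% = positive control at its reference dose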
MrgX1 antagonist – blocks BAM8-22 activation of human MrgX1 receptor; Q96LB2; MRGX1-HEK293 calcium flux, Fluo-4, BAM8-22 antagonism; stronger effect = lower value; B-score at 10 µM; 1.3% of 310,000 active; AID 588676;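 active = calcium-response B-score plate-corrected more than 3 library SD below zero, starting fluorescence within 5 deviations, no agonist response on first addition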;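 also: peak minus trough fluorescence over baseline after final BAM8-22 challenge near maximal dose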
TRPC6 inhibitor – mouse TRPC6 channel inhibition. B-score at 10 µM. AID 2553. 1.1% of 310,000 active. HEK293-TRPC6, membrane potential dye, ACh-evoked depolarization; stronger effect = lower value;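 active = B-score under library mean minus 3 SD, initial fluorescence not abnormally high, positive integrated signal ratio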;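 also: B-score derived from integrated fluorescence ratio over the kinetic read; more negative B-score means stronger inhibition of depolarization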
TRPC4 PAM – allosterically enhances the mouse TRPC4 cation channel; HEK293 TRPC4beta/mu-opioid, DAMGO EC20, Fluo-4 Ca2+ flux; stronger effect = higher value; B-score at 10 µM; 0.42% of 310,000 active; AID 2227;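 active = B-score of calcium response area above 5 SD of library B-scores, with initial fluorescence ratio within 5 SD of library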;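 also: B-score of integrated fluorescence ratio over time as area under calcium response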
ANO1 activ – mouse TMEM16A channel activation, primary screen | AID 623877 | B-score at 10 µM | HEK293 TMEM16A/YFP-H148Q/I152L, iodide quench fluorescence; stronger effect = lower value | Q8BHY3 | 0.3% of 340,000 active;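 active = fluorescence-ratio B-score plate-corrected deviation score at least 3 library SD below zero, with starting fluorescence score within 5 deviations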;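 also: channel opened by trigger with iodide after compound preincubation; score built on the fluorescence ratio of max minus min over baseline; more negative score means more quench and so TMEM16A activation or potentiation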
ANO1 block – inhibitors of mouse TMEM16A calcium-activated chloride channel; 1.2% of 310,000 active; normalized B-score (activity score, 25-100; higher = stronger inhibition) at 10 µM; HEK293 TMEM16A/YFP iodide influx fluorescence, ionomycin; Q8BHY3;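 active = ratio plate-corrected score three or more library SD toward inhibition, starting fluorescence score within five deviations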;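 also: score derived from kinetic fluorescence span divided by baseline fluorescence per well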
TRPC4 agonist – activators of mouse TRPC4 channel. B-score at 10 µM. 0.49% of 310,000 active. HEK293 TRPC4beta/mu-opioid, Fluo4 calcium fluorescence; stronger effect = higher value. Q9QUQ5;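 active = B-score above 5 SD of library B-scores, and initial fluorescence ratio not above library mean plus 5 SD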;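 also: positive B-score marks a calcium rise read as TRPC4 activation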
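Incubation: 45 min room-temperature Fluo4 loading, 110 s read / System: HEK293 cells stably co-expressing mouse TRPC4beta and mu-opioid receptor / Signal: Fluo4 fluorescence, kinetic / Control set: buffer (low) and maximal DAMGO (high) / Measure: integrated baseline-normalised fluorescence ratio, converted to per-well B score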
MrgX1 ag – agonists of human MrgX1 receptor. 0.44% of 310,000 active. B-score at 10 µM. MrgX1-HEK293 cells, Fluo-4 calcium fluorescence, agonist mode; stronger effect = higher value;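 active = calcium response B-score plate-corrected fluorescence ratio at least 3 library SD, with starting fluorescence B-score inside 5 SD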
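Test system: HEK293 cells stably expressing human MrgX1 receptor; amount: 15,000 cells per well; doses: compound delivered in addition one of three; times: overnight plating before 1 h dye loading; detection: Fluo-4 NW calcium-flux fluorescence, kinetic read; read-out basis: B-scored fluorescence response ratio; controls: positive and negative controls per plate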
The depositor's hits bear a star; i = inactive; . = no result given.

SMILES | TRPC4 block | TRPC6 activator | MrgX1 allo act | SKKanGAS inh | MrgX1 antagonist | TRPC6 inhibitor | TRPC4 PAM | ANO1 activ | ANO1 block | TRPC4 agonist | MrgX1 ag
O=C(c1cc(COc2ccc(F)c(F)c2)on1)N1CCOCC1 | i | i | i | -0.7 | i | i | i | i | i | i | i
CCOc1cc(/C=N/n2c(C)nc3sc(C)c(C)c3c2=O)ccc1O | i | i | i | 1.2 | i | i | i | i | i | i | i
c1ccc(OCCSc2nnnn2-c2ccccc2)cc1 | i | i | i | 7.8 | i | i | i | i | i | i | i
CCOc1ccc(N(CC(=O)NC2CCCC2)C(=O)CCC(=O)Nc2ccccn2)cc1 | . | . | i | . | i | . | . | i | i | . | i
C[C@]12C[C@H](O)[C@H]3[C@@H](CCC4=CC(=O)CC[C@@]43C)[C@@H]1CC[C@@H]2C(=O)CO | i | i | i | 0.0 | i | i | i | i | i | i | i
Cc1ccc(Cn2c(=N)c(C(=O)NCC3CCCO3)cc3c(=O)n4cccc(C)c4nc32)cc1 (centres undefined) | i | i | i | -4.8 | i | i | i | i | i | i | i
O=[N+]([O-])c1ccc(C(O)CSC(=S)N2CCCCC2)cc1 (centres undefined) | i | i | i | 17.7 | i | i | i | i | i | i | i
COCCNC(=O)c1c(CSc2ccccc2)noc1C(=O)NCc1ccccc1 | i | i | i | 10.0 | i | i | i | i | i | i | i
O=C(CSc1nnnn1-c1ccccc1Cl)Nc1ccc2c(c1)OCCO2 | i | i | i | -5.2 | i | i | i | i | i | i | i
CN(CC(=O)NC1CCCCCC1)S(=O)(=O)c1ccc2c(c1)n(C)c(=O)c(=O)n2C | i | i | i | -0.3 | i | i | i | i | i | i | i
Cc1ccc(N2C(=O)c3cccc4c(Oc5ccccc5[N+](=O)[O-])ccc(c34)C2=O)c(C)c1 | i | i | i | 10.1 | i | i | i | i | i | i | i
CCOCCCNC(=O)C(c1ccccc1)N(Cc1cccs1)C(=O)c1ccccc1O (centres undefined) | i | i | i | 0.4 | i | i | i | i | i | i | i
Cn1nnnc1SCCNC/C=C/c1ccccc1 | i | i | i | -8.5 | i | i | i | i | i | i | i
[O-]/[N+](=C/c1ccc(F)cc1)c1ccccc1 | i | i | i | 1.3 | i | i | i | i | i | i | i
COC(=O)C1=C(C)OC(N)=C(C#N)C1c1cc2cc(C)ccc2nc1Cl (centres undefined) | i | i | i | -2.9 | i | i | i | i | i | i | i
O=C(COc1ccc(Nc2ccccc2)cc1)OCC(=O)N1CCCCC1 | i | i | i | -1.9 | i | i | i | i | i | i | i
CCCn1nc2cc(C(=O)N(CC)c3ccc(OC)cc3)ccc2c1OCC | i | i | i | -0.5 | i | i | i | i | i | i | i
O=C(/C=C/c1ccco1)Nc1ccc2nc3n(c(=O)c2c1)CCCC3 | i | i | i | -1.0 | i | i | i | i | i | i | i
Fc1ccc(C2c3cccn3CCN2C(=S)Nc2cccc(Br)c2)cc1 (centres undefined) | i | i | i | 13.8 | i | i | i | i | i | i | i
Cc1cc(=O)c2n(Cc3ccccc3Cl)nc[n+]2[nH]1 | i | i | i | 1.3 | i | i | i | i | i | i | i
COc1ccccc1NC(=O)CSc1nccc(=O)[nH]1 | . | i | i | 0.1 | i | i | i | i | i | i | i
O=C(N/N=C\C=C\c1ccc(Br)cc1)c1ccc2c(c1)OCO2 | i | i | i | -3.1 | i | i | i | i | i | i | i
Cc1ccccc1NC(=O)C12CC3CCC1(C)C3(C)CO2 (centres undefined) | i | i | 6.87* | -10.1 | i | i | i | i | i | i | i
CC1Oc2ccccc2N(CC(=O)NC2CCCCC2)C1=O (centres undefined) | i | i | i | -9.8 | i | i | i | i | i | i | i
CCCc1nc(SCC(=O)N2CCC(Cc3ccccc3)CC2)c2c(=O)n(C)c(=O)n(C)c2n1 | i | i | i | 26.8 | i | i | i | i | i | i | i
Cc1ccc(Nc2nc(N)nc(CCl)n2)c(C)c1 | i | i | i | 44.0 | i | i | i | i | i | i | i
O=C(NCc1ccco1)C1CCN(S(=O)(=O)c2ccc(-n3cnnn3)cc2)CC1 | i | i | i | -3.1 | i | i | i | . | i | i | i
Cc1cc(C)n(-c2cccc(Cl)c2C#N)n1 | i | i | i | 11.2 | i | i | i | i | i | i | i
Cc1cc(S(=O)(=O)N2CCCC(C)C2)ccc1-n1cnnn1 (centres undefined) | i | i | i | 2.6 | i | i | i | i | i | i | i
Cc1ccc(C)c(NC2=CC(=O)CC(C)(C)C2)c1C#N | i | i | i | -3.7 | i | i | i | i | i | i | i
CC1=C(C(=O)Nc2ccc(C)cc2)C(c2ccc(C)o2)C2=C(CC(C)(C)CC2=O)N1 (centres undefined) | i | i | i | 4.8 | i | i | i | i | i | i | i
CC(C)(C)CN1C(=O)C(=O)NC[C@H]1Cc1cccc2ccccc12 | i | i | i | -0.3 | i | i | i | i | i | i | i
COc1ccccc1CNC(=O)C(NS(=O)(=O)c1ccc2c(c1)oc(=O)n2C)C(C)C (centres undefined) | i | i | i | -1.7 | i | i | i | i | i | i | i
COc1ccc(C(CC(=O)O)NC(=O)OC(C)(C)C)cc1 (centres undefined) | i | i | i | -1.0 | i | i | i | i | i | i | i
CCN(Cc1ccccc1)C(=O)Cn1c(C(C)O)nc2ccccc21 (centres undefined) | i | i | i | 5.0 | i | i | i | i | i | i | i
Cc1cccc(N2CN(Cc3cccnc3)CNC2=S)c1C | i | i | i | -0.9 | i | i | i | i | i | i | i
O=C(CCNS(=O)(=O)c1ccccc1)NCCCSc1ccccc1 | i | i | i | -8.7 | i | i | i | i | i | i | i
CCCCNC(=O)N1CCN(c2ccccc2OCC)CC1 | i | i | i | -3.5 | i | i | i | i | i | i | i
Cn1c(=O)c(=O)n(C)c2cc(S(=O)(=O)NCc3ccc(Cl)cc3)ccc21 | i | i | i | -4.2 | i | i | i | i | i | i | i
CN1CCC(=O)N([C@H](COc2ccccc2)Cc2ccccc2)CC1 | i | i | i | 0.3 | i | i | i | i | i | i | i

Two records drawn at random from the list so far:
SMILES | TRPC4 block | TRPC6 activator | MrgX1 allo act | SKKanGAS inh | MrgX1 antagonist | TRPC6 inhibitor | TRPC4 PAM | ANO1 activ | ANO1 block | TRPC4 agonist | MrgX1 ag
Cc1cccc(N2CN(Cc3cccnc3)CNC2=S)c1C | i | i | i | -0.9 | i | i | i | i | i | i | i
CC(C)(C)CN1C(=O)C(=O)NC[C@H]1Cc1cccc2ccccc12 | i | i | i | -0.3 | i | i | i | i | i | i | i

(listing goes on)
SMILES | TRPC4 block | TRPC6 activator | MrgX1 allo act | SKKanGAS inh | MrgX1 antagonist | TRPC6 inhibitor | TRPC4 PAM | ANO1 activ | ANO1 block | TRPC4 agonist | MrgX1 ag
Oc1ccccc1N=Nc1nc(-c2ccccc2)c(-c2ccccc2)[nH]1 | i | i | i | 113.5* | i | i | i | i | i | i | i
CC(C)CC(=O)Nc1ccc2oc(-c3cccnc3)nc2c1 | i | i | i | -7.7 | i | i | i | i | i | i | i
O=[N+]([O-])c1ccc(Oc2ccc(S(=O)(=O)N3CCOCC3)cn2)cc1 | i | i | i | 0.7 | -7.96* | i | i | i | i | i | i
NC(=O)CSc1c[nH]c2ccccc12 | i | i | i | . | i | i | i | i | i | i | i
O=C(CC1C(=O)NCCN1Cc1ccccc1C(F)(F)F)NCCN1CCOCC1 (centres undefined) | i | i | i | -2.5 | i | i | i | i | i | i | i
Cc1nn(-c2ccccc2)c(C)c1/C=N\NS(=O)(=O)c1ccc(Cl)cc1 | i | i | i | 10.9 | i | i | i | i | i | i | i
COc1ccc(-c2onc3ccc(C(=O)/C=C/N(C)C)cc23)cc1 | i | i | i | 3.2 | i | i | i | i | i | i | i
Cc1cc(NC(=O)C2CC(=O)N(c3cccc(Cl)c3)C2)no1 (centres undefined) | i | i | i | -14.3 | i | i | i | i | i | i | i
Cc1sc2nc(SCC(=O)NCCO)n(C)c(=O)c2c1C | i | i | i | 1.8 | i | i | i | i | i | i | i
COC12NC(=O)N(C)C1(OC)C(=O)N(C)C(=O)N2C (centres undefined) | i | i | i | -0.8 | i | i | i | i | i | i | i
NC(=O)C1(N2CCCCC2)CCN(C(=O)CSc2nc3ccccc3[nH]2)CC1 | i | i | i | 2.1 | i | i | i | i | i | i | i
O=C(N/N=C/c1ccoc1)c1ccccc1 | i | i | i | 0.1 | i | i | i | i | i | i | i
C/C(CC(O)(/C=N/O)c1ccccc1)=N\O (centres undefined) | i | i | i | -6.9 | i | i | i | i | i | i | i
CC(C)CNC(=O)c1ccccc1NC(=O)c1ccc(CN2CCOCC2)cc1 | i | i | i | -4.5 | i | i | i | i | i | i | i
O=c1c2ccccc2cnn1Cc1n[nH]c(=S)n1-c1ccc(F)c(Cl)c1 | i | i | i | 20.0 | i | i | i | i | i | i | i
O=C(c1cccs1)N1CCN(Cc2nc3ccccc3c(=O)[nH]2)CC1 | i | i | i | 1.1 | i | i | i | i | i | i | i
O=S(=O)(c1ccc(Cl)cc1)N1CCC(O)(CN2CCN(Cc3ccccc3)CC2)CC1 | i | i | i | -6.2 | i | i | i | i | i | i | i
O=c1cc(CNC2CCCCC2)c2ccccc2[nH]1 | i | i | i | -1.6 | i | i | i | i | i | i | i
C/C(O)=C\c1nc(=O)c2c(C)cc(C)nc2n1-c1ccccc1 | i | i | i | -7.4 | i | i | i | i | i | i | i
COC(=O)c1ccc(NC(=O)C2CCCN(S(C)(=O)=O)C2)cc1 (centres undefined) | i | i | i | 7.6 | i | i | i | i | i | i | i
CC1CCCCN1Cc1c(O)ccc2c(=O)c(-c3ccc(Br)cc3)coc12 (centres undefined) | i | i | . | -2.7 | . | i | i | i | . | i | .
CC(NC(=O)c1cc(COc2c(F)cccc2F)on1)c1cnn(-c2ccccc2)c1 (centres undefined) | i | i | i | -18.4 | i | i | i | i | i | i | i
CN(C)c1nc(Cl)nc(NCCOc2ccccc2)n1 | i | i | i | 0.7 | i | i | i | i | i | i | i
COc1ccc(C(=O)N/N=C\c2coc3ccc(C)cc3c2=O)cc1 | i | i | i | -0.1 | i | i | i | i | i | i | i

Outcome played no part in choosing rows. Share with any hit: about 6.7%.
